Coupling enz: coupling enzyme interference in Giardia aldolase counter-screen. coupling enzyme system counterscreen, AmpLite Red fluorescence. AID 2472. activity change, negative = inhibition, % at 58.2 µM, hits read low. 290,000 compounds, 0.67% hits; in the data active = activity change below about -30%
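Counterscreen lacking aldolase: glyceraldehyde-3-phosphate coupling-enzyme reagent preincubated 10 min at RT with compound (at 57.5 uM final), then substrate/coupling system with AmpLite Red added; fluorescence read at 525/598 nm after 20 min RT.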
Starred values were filed as active, the others as inactive; & = joins results of further samples. % is scaled to controls: 0 for no effect and ±100 for the full control effect.

SMILES	Coupling enz
N#CCCn1c(=O)c(-c2cccs2)nc2cnc(N3CCOCC3)nc21	3
C#C[C@@]1(O)CCC2C3CCc4cc(O)ccc4C3CC[C@@]21C (stereo not given in full)	3
CC1CCC(C(=O)O)NC1c1cccc(N2CCOCC2)c1 (stereo not given)	0
COC(=O)CC1C(C)(C)C(OC(C)=O)[C@@]2(O)C=C3C4CC(=O)OC(c5ccoc5)[C@]4(C)CCC3[C@@]1(C)C2=O (stereo not given in full)	3
COC(=O)[C@@]1(Cc2ccccc2)[C@H]2c3cc(C(=O)N(C)C)n(Cc4cc(F)c(F)c(F)c4)c3C[C@H]2CN1C(=O)c1ccccc1	4
NCC1O[C@@H](OC2C(N)C[C@H](N)[C@@H](O[C@H]3OC(CO)C(O)C(N)C3O)C2O)C(N)C(O)C1O (stereo not given in full)	-2
CC(C)C(NC(=O)C(Cc1ccc(O)cc1)NC(=O)C(NC(=O)C(F)(F)F)C(C)C)C(=O)O (stereo not given)	0
COc1ccc(Cl)cc1-c1ccc(C(=O)O)o1	13
COCCN(CCOC)c1nc(C)nc2c1nc(-c1ccccc1)n2CCN1CCOCC1	-1
CCCCCCOC(=O)C1(O)CC2OC1(C)n1c3ccccc3c3c4c(c5c6ccccc6n2c5c31)C(=O)NC4 (stereo not given)	-2
CCCCC/C=C\C/C=C\C/C=C\CCCCCCC(N)=O	3
OCC(O)C(O)C(O)C(O)C(O)CO (stereo not given)	3
S=C=Nc1cccc(NC(=S)NCCCCNC(=S)Nc2cccc(N=C=S)c2)c1	2&2
COC(=O)[C@@]1(Cc2ccc(F)cc2)[C@H]2c3cc(C(=O)N(C)C)n(Cc4ccc(S(C)(=O)=O)cc4)c3C[C@H]2CN1C(=O)c1ccccc1	2
COC/C=C/C1=CC2=CC(=O)C(C)(OC(=O)c3cnc4ccccc4n3)C(=O)C2=CN1c1cccc(C#N)c1 (stereo not given)	-2
COC(=O)C1=C(C)N(Cc2ccccc2)[C@]23O[C@](C(=O)OC)(C(=O)N2C1c1ccccc1)C(C(=O)OC)=C3C(=O)OC (stereo not given in full)	0
C/C=C(\C)C(=O)C[Si](C)(C)c1ccccc1	0
COc1c(O)c(O)cc2c1oc1c3ccccc3oc(=O)c21	-14
CCCC[C@H]1C[C@@H]1[C@@H]1N(P(=O)(c2ccccc2)c2ccccc2)C[C@@](O)(c2ccccc2)CC12CC2	-6
CC(=O)O[C@H]1C[C@H]2CC[C@@H]3[C@H]4C[C@@H]([N+]5(C)CCCCC5)[C@@H](OC(C)=O)[C@]4(C)CC[C@@H]3[C@@]2(C)C[C@@H]1[N+]1(C)CCCCC1	2
COc1ccc(-c2nc3cnc(Nc4ccccc4)nc3n(CCC#N)c2=O)cc1	-4
O=C(/C=C/c1ccc(O)cc1)c1cccs1	5
C=C[C@@]1(C)CC[C@H]2C(=CC[C@@H]3[C@]2(C)CCC[C@@]3(C)C(=O)O)C1	11
O=C(O)COc1cccc2c1CCC=C2CCO/N=C(\c1ccccc1)c1cccnc1	12
C[C@H]1Cc2c(COc3ccccc3)nc3c(c2CO1)CN(S(=O)(=O)c1ccc2c(c1)OCCN2C)CC3	0

3 records picked at random from those above, as already listed:
SMILES	Coupling enz
C#C[C@@]1(O)CCC2C3CCc4cc(O)ccc4C3CC[C@@]21C (stereo not given in full)	3
S=C=Nc1cccc(NC(=S)NCCCCNC(=S)Nc2cccc(N=C=S)c2)c1	2&2
COC(=O)[C@@]1(Cc2ccccc2)[C@H]2c3cc(C(=O)N(C)C)n(Cc4cc(F)c(F)c(F)c4)c3C[C@H]2CN1C(=O)c1ccccc1	4

Ordered by molecular weight (largest number first): some entries from above
SMILES	Coupling enz
COC(=O)[C@@]1(Cc2ccccc2)[C@H]2c3cc(C(=O)N(C)C)n(Cc4cc(F)c(F)c(F)c4)c3C[C@H]2CN1C(=O)c1ccccc1	4
CC(C)C(NC(=O)C(Cc1ccc(O)cc1)NC(=O)C(NC(=O)C(F)(F)F)C(C)C)C(=O)O (stereo not given)	0
N#CCCn1c(=O)c(-c2cccs2)nc2cnc(N3CCOCC3)nc21	3
C=C[C@@]1(C)CC[C@H]2C(=CC[C@@H]3[C@]2(C)CCC[C@@]3(C)C(=O)O)C1	11
C/C=C(\C)C(=O)C[Si](C)(C)c1ccccc1	0
O=C(/C=C/c1ccc(O)cc1)c1cccs1	5

(further entries)
SMILES	Coupling enz
OCC1OC(C#Cc2ccccc2)C=CC1OCc1ccccc1 (stereo not given)	0
CC(C)C[C@H]1C(=O)N2CCC[C@@H]2[C@]2(O)O[C@](NC(=O)[C@H]3C=C4c5cccc6[nH]c(Br)c(c56)C[C@H]4N(C)C3)(C(C)C)C(=O)N12	-2
Cn1cccc1C(=O)N1CCC2(CCCN(Cc3ccccc3)C2)CC1	2
COC(=O)[C@@]1(Cc2ccc(F)cc2)[C@H]2c3cc(C(=O)N4CCCC4)n(Cc4cccc5ccccc45)c3C[C@H]2CN1C(=O)c1ccccc1	-2
O=C(O)C(O)C(O)(Cc1ccc(O)cc1)C(=O)O (stereo not given)	-1
CN1C=CC(=C2C=CN(C)C=C2)C=C1	-5
N#Cc1ccc(CN2CCCC3(CCN(S(=O)(=O)c4ccccc4)CC3)C2)cc1	-3
Cc1ccccc1-c1nc(N2CCNCC2)c2ccccc2n1	3
COc1ccc(-c2nnc3n2N=C(c2ccc(OC)c(OC)c2)CS3)c(OC)c1	0
CC1=C(C(=O)OCc2ccccc2)C(c2ccc(C3CCCCC3)cc2)NC(=O)N1CCCCCC(=O)O (stereo not given)	9
C=C1C(=O)OC(CCCCCCCC)C1C(=O)O (stereo not given)	20
NCCCCNS(=O)(=O)c1ccc2c(Cl)cccc2c1	0
COc1ncc2nc(-c3cccs3)c(=O)n(C)c2n1	0
C[C@H]1[C@H]2CC[C@H]3C4CC=C5C[C@@H](N(C)C)CC[C@]5(C)C4CC[C@]23CN1C (stereo not given in full)	5
COc1cccc(-c2cc(NCc3ccc(OC)cc3OC)ncn2)c1	-4
CCCC[C@@H]1C[C@H]1C(NC(=O)c1cccnc1)c1ccc(Cl)cc1 (stereo not given in full)	-5
C[C@@H](/C=C\c1cccc(Oc2ccc(F)cc2)c1)N(O)C(N)=O	-8
CCN1C(=O)[C@H]2[C@H]3[C@H](O)[C@H](O)C/C(=N/OCC(C)C)[C@H]3CC[C@@H]2C1=O	2
COc1c2ccoc2nc2c(OC)c(OC[C@H](O)C(C)(C)O)ccc12	1
Cc1cnc(CNc2ncnc3ccc(-c4ccc(C(=O)N(C)C)cc4)cc23)cn1	0
NC(=O)NCCC[C@H](N)C(=O)O	3
NS(=O)(=O)c1nn2cc(-c3ccccc3)nc2s1	0
Cc1nc2cnc(N3CCNCC3)nc2n(-c2ccccc2)c1=O	2
COC(=O)[C@@]1(Cc2ccccc2)C=C[C@@H](C)N1C(=O)c1ccccc1	-1
C[C@]12CCC3c4ccc(OS(=O)(=O)O)cc4CCC3C1CCC2=O (stereo not given in full)	9

Looked up above:
`NC(=O)NCCC[C@H](N)C(=O)O` in Coupling enz: 3
`NS(=O)(=O)c1nn2cc(-c3ccccc3)nc2s1` in Coupling enz: 0
`O=C(O)C(O)C(O)(Cc1ccc(O)cc1)C(=O)O` (stereo not given) in Coupling enz: -1
`C[C@H]1[C@H]2CC[C@H]3C4CC=C5C[C@@H](N(C)C)CC[C@]5(C)C4CC[C@]23CN1C` (stereo not given in full) in Coupling enz: 5
`N#Cc1ccc(CN2CCCC3(CCN(S(=O)(=O)c4ccccc4)CC3)C2)cc1` in Coupling enz: -3

More entries
SMILES	Coupling enz
O=C1c2cc(Br)ccc2O[C@@H](c2ccc3c(c2)OCO3)[C@@H]1O	0
COc1cccc(Cn2c(=O)c(C)nc3cnc(Nc4ccccc4)nc32)c1	5
COc1ccc(NC(=O)N2CCCC3(CCN(C(=O)c4ccco4)CC3)C2)cc1	2
N#Cc1cccc(-c2nc3cnc(N4CCOCC4)nc3n(Cc3ccc(F)cc3)c2=O)c1	3
COC(=O)Cn1c(C(=O)N2CCCC2)cc2c1C[C@H]1CN(C(=O)c3ccccc3)[C@@](Cc3ccccc3)(C(=O)OC)[C@@H]21	0
Cc1noc(C)c1-c1ccc2ncnc(NCc3cccc(F)c3)c2c1	-1
O=c1c(-c2ccc(F)cc2)nc2cncnc2n1Cc1ccc(F)cc1	4
O=C(/C=C/c1ccc(I)cc1)c1ccc(B(O)O)cc1	0
COCCn1c(=O)cnc2cnc(N3CCN(C)CC3)nc21	1
CC(=O)OC[C@@]12C(=O)[C@@H](O)[C@@H](C)[C@]3(C[C@@H](c4ccoc4)O[C@@H]3OC(C)=O)[C@H]1CCC[C@]21CO1	0
C[C@H]1Cc2c(-c3ccccc3)nc3c(c2CO1)CN(C(=O)NCCc1c[nH]c2ccccc12)CC3	3
C=CCO[C@@H](Cn1ccnc1)c1ccc(Cl)cc1Cl	-1
CC[C@]1(O)C[C@@H]2CN(CCc3c([nH]c4ccccc34)[C@](C(=O)OC)(c3cc4c(cc3OC)N(C)[C@H]3[C@](O)(C(=O)OC)[C@@H](C(=O)OC)[C@@]5(CC)C=CCN6CC[C@@]43[C@@H]65)C2)C1	-1
CN1CCC2(CC1)CCN(S(=O)(=O)c1ccccc1)CC2	2
O=C(Nc1ccccc1)N1CCC2(CC1)CCN(C(=O)c1cnccn1)CC2	1
CCC1=C2CC[C@H]3C(=O)N(CC(=O)OC)C(=O)[C@H]3[C@H]2[C@@]2(C)C(=NCCc3c[nH]c4ccccc34)OC(=O)N2C1=O	3
COCC(=O)N1CCC2(CC1)CN(Cc1ccc(C#N)cc1)C2	-1
CN1CCN(c2ncc3nc(-c4ccccc4)c(=O)n(Cc4ccc(F)cc4)c3n2)CC1	2
C[C@@]12CCC3c4ccc(OC5C=CC(c6ccccc6)OC5CO)cc4CCC3C1CCC2=O (stereo not given in full)	-1
COc1ccccc1CN1CCC2(CC1)CCN(C(=O)c1csnn1)CC2	2
Cn1cccc1C(=O)N1CCC2(CC1)CCN(c1ncccn1)CC2	2
Cc1ccc2[nH]c(C)cc(=O)c2c1	2
O=C1N[C@H](Cc2ccccc2)C(=O)N1Cc1cccc2ccccc12	1
O=C(c1csnn1)N1CCC2(CC1)CCN(c1cccc(-c3ccccc3)c1)CC2	0
COc1ccc(O[C@H]2C=C[C@@H](c3ccccc3)O[C@H]2COC(=O)CC/C(C)=N/O[C@@H]2O[C@H](COC(C)=O)[C@H](OC(C)=O)[C@H](OC(C)=O)[C@H]2OC(C)=O)cc1	1

Later entries.
SMILES	Coupling enz
CC(=O)C1(C)CC2(CC(C)(C)OC2=O)C(=O)O1 (stereo not given)	0
CC1(C)C(=O)C=C[C@@]2(C)C1C=C[C@@]1(C)C2CC[C@@]2(C)C(c3ccoc3)OC(=O)C3OC312 (stereo not given in full)	1
COc1ccc(/C=C/C(=O)c2ccc(O)cc2O)cc1	2
COc1ccccc1CNc1ncncc1-c1cccnc1	-2
COC(=O)[C@@H]1C[C@@]2(O)[C@H](O)[C@H](O)[C@H](O)C[C@H]2N1Cc1ccc(N2CCN(C)CC2)cc1	-27
Cc1cccc(-c2cc(=O)c3cc(C)ccc3o2)c1	0
COc1ccccc1-c1cncnc1NCc1cccc(C)c1	2
C[C@]12C[C@@](C)(C=C1/C=C/c1ccc(C(F)(F)F)cc1)C(=O)C[C@H]2c1ccc(C(F)(F)F)cc1	-1
CC(C)C[C@@H](CC(=O)N[C@@H](CCC(=O)O)CC(=O)O)NC(=O)[C@@H]1CCCC[C@H]1NC(=O)C[C@H](CCCN)NC(=O)C[C@H](Cc1ccccc1)NC(=O)[C@@H]1CCCC[C@H]1N	-1
COC(=O)C1(C)C=CC2(CCCCC2)N1C(=O)c1ccccc1 (stereo not given)	1
CN(C)c1ncc2nc(-c3cccs3)c(=O)n(C[C@H]3CCCO3)c2n1	4
O=C(Oc1ccccc1)N1CCC2(CCCN(c3ncccn3)C2)CC1	1
CN1CC[C@@]2(CCCN(C(=O)c3cccn3C)C2)C1	0
O=c1cc(CO)occ1O	-1
COc1ccccc1CNc1ncncc1-c1cccc(NS(C)(=O)=O)c1	0
CCCn1c(-c2ccc(F)cc2)nc2c(NCCCCN(C)C)nc(C)nc21	4
O=c1cnc2cnc(N3CCOCC3)nc2n1Cc1ccc(F)cc1	1
CCC1=C2CC[C@H]3C(=O)N(CC)C(=O)[C@H]3[C@H]2[C@@]2(Cc3ccccc3)C(=O)N(CCOC)C(=O)N2C1=O	1
COc1ccc(-n2c(=O)c(-c3ccccc3)nc3cnc(N4CCOCC4)nc32)cc1	-1
CCCCc1nn(-c2ccccc2C(F)(F)F)c(=O)n1Cc1ccc(-c2ccccc2S(=O)(=O)NC(=O)c2sccc2C)cc1	10
COCCn1c(=O)c(-c2cccc(C#N)c2)nc2cnc(Oc3ccc(OC)cc3)nc21	-3
COc1ccc2cc(C#N)c(=O)oc2c1	-2
CN(C)Cc1ccccc1-c1nc(NC2CC2)c2ccccc2n1	2
COc1cccc(Cn2c(=O)c(-c3ccc(F)c(F)c3)nc3cncnc32)c1	-3
COc1ccc(OC2C=CC(C#Cc3ccc(F)cc3F)OC2CO)cc1 (stereo not given)	0&2

Additional records:
SMILES	Coupling enz
C=C(C(C)=O)C(O)c1cccc(Br)c1 (stereo not given)	2
CCC1CN2CCC1CC2[C@@H](NC(=S)Nc1cc(C(F)(F)F)cc(C(F)(F)F)c1)c1cccc2ccc(OC)cc12 (stereo not given in full)	1
CC(=O)OC/C=C(\C)CC/C=C(\C)CC/C=C(\C)CC/C=C(\C)CC/C=C(\C)CC/C=C(\C)CC/C=C(\C)CC/C=C(\C)CCC=C(C)C	6
COc1cccc(Nc2ncc3nc(C)c(=O)n(C[C@H]4CCCO4)c3n2)c1	-2
COc1ccccc1CNc1ncnc2ccc(-c3ccccc3C#N)cc12	0
CC(=O)[C@@H]1[C@H]2[C@H](C(=O)[C@H]3OC[C@@H]2O3)[C@H]2C=Cc3ccccc3N21	-17
CS(=O)c1ccc(-c2nc(-c3ccc(F)cc3)c(-c3ccncc3)[nH]2)cc1 (stereo not given)	2&5

Reprinted from the results shown for reference:
SMILES	Coupling enz
C=C(C(C)=O)C(O)c1cccc(Br)c1 (stereo not given)	2
CCC1CN2CCC1CC2[C@@H](NC(=S)Nc1cc(C(F)(F)F)cc(C(F)(F)F)c1)c1cccc2ccc(OC)cc12 (stereo not given in full)	1

Screening results (PubChem)

Not all compounds are listed; rates above refer to the full screens.
